Pf Dd2 growth – inhibitors of Plasmodium falciparum Dd2 growth; P. falciparum Dd2 growth, SYBR Green, 72 h; Potency, µM (doses to about 28.9 µM), for the others: top-dose activity, negative = inhibition, most hits filed as inhibitors; hit rate 4.3% among 120,000; AID 1347417; active means well fitted inhibition curve with a large enough effect; inconclusive means small, poorly fitted or top-dose-only effect; inactive means no such curve, though single readings can be large or run the other way;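 further: plate controls were DMSO vehicle for no effect and reference drug for full effect; nearly all actives have a fitted effect of over 65% in size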
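Infected erythrocytes (Dd2, 0.3% parasitemia, 2.5% hematocrit final) are added to compound in RPMI-1640/Albumax II medium, grown 72 h at 37C in low oxygen, then lysed with saponin/Triton-X containing SYBR Green and read by fluorescence.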
Numbers without * were called inactive; i = inactive; ? = inconclusive; [ ] = remark or other dose. Potency means the concentration at half of the fitted maximal effect. Some of the compounds tested. The share of hits here may be higher or lower than overall.

SMILES | Pf Dd2 growth
Cc1nn2c(c1-c1ccnn1C(C)C)N(C(=O)c1ccc(F)cc1)CCC2 | 7.5%[44.1 µM]
Cc1nc2c(c(-c3ccc(Cl)cc3)n1)CCN(C(=O)N(C)C)CC2 | -10.7%
COCC(=O)NCC(=O)N1CCCCCNC(=O)CC1c1ccccc1 (stereo unspecified) | 13.9%
O=C(CSc1oc(-c2ccccc2)nc1S(=O)(=O)c1ccc(Br)cc1)c1ccccc1 | ?
CN(Cc1cn(-c2ccccc2)nn1)Cc1nnc(-c2ccccc2)o1 | -13.3%
CCOc1ccc(C(=O)N2CC(C(=O)NC3CCCCC3)C3(CCOCC3)C2)cc1 (stereo unspecified) | -21.9%
O=C(Cn1cccc1C(=O)c1ccccc1)NCc1ccc(Cl)cc1 | 14.6%
N#Cc1cccc(CN[C@H]2[C@H](O)[C@H](O)C[C@@H]2c2ccc(C(F)(F)F)nc2)c1 | -17.9%[44.1 µM]
CC(=O)c1ccc(NS(=O)(=O)c2ccc(-c3cc(C)no3)s2)cc1 | 24.6%
CCc1ccccc1NC(=O)CSc1nc(-c2cccc(Cl)c2)nc2c1Cc1c(CO)cnc(C)c1O2 | -1.3%
COc1ccc(S(=O)(=O)N2CC[C@H](CNC(C)=O)[C@H](N(C)C)C2)cc1 | -6.8%
O=C(Nc1ccc(F)cc1F)C1CCCN1S(=O)(=O)c1cccc2nsnc12 (stereo unspecified) | 12.0%
CCCC1C=CCN1C(=O)c1coc(CN2CCN(c3ccccc3F)CC2)n1 (stereo unspecified) | -9.7%
Cc1noc(C2CCCCCN2C(=O)Nc2cccc(F)c2)n1 (stereo unspecified) | 66.2%[activator]
CNC(=O)c1ccc(CC2CCN(C(C)=O)CC2)cc1 | -18.0%
COc1ccc(Oc2ncnc3c2oc2ccccc23)cc1 | -19.9%
COc1ccc(C(=O)N2CCC3(CC2)NC(=O)N(Cc2ccccc2)C3=O)c(OC)c1 | 1.4%
Cc1ccc(N2CC(c3noc(-c4ccsc4)n3)CC2=O)cc1 (stereo unspecified) | -2.7%
CN1C[C@@H](NC(=O)c2ccc(F)cc2)C[C@H]1c1nc(-c2ccc(OC(F)(F)F)cc2)no1 | i
Cc1cc(NC(=O)c2cccn(Cc3cccc(Cl)c3)c2=O)no1 | -5.4%
COC(=O)c1cccc(NC(=O)c2c(OC)cc(=O)n3c2CCCC3)c1 | 7.0%
O=C(c1cccc(F)c1)N1CCN(C(=O)c2nnn3c2COC(c2ccccc2)C3)CC1 (stereo unspecified) | ?
COc1cccc(/C=C(\C#N)C(=O)Nc2ccc(NC(C)=O)cc2)c1OC | 2.3%
CS(=O)(=O)N1CCN(S(=O)(=O)c2ccccc2)C[C@H]1C(=O)N[C@@H](CC1CCCCC1)C(N)=O | -8.1%
O=C(c1nc(-c2ccc(F)cc2)c2cnccn12)N1CCCC1 | 6.31µM*
COC(=O)CNC(=O)C1CCc2nnc(C3CCN(C(=O)c4ccc(Cl)cc4Cl)CC3)n21 (stereo unspecified) | 9.1%
COc1cccc(-c2cc3c(=O)n(CCNC(=O)c4cccc(Cl)c4)ccn3n2)c1 | ?
Cc1ccc(S(=O)(=O)N2C[C@@H]3OCC(=O)N(Cc4ccc(OC(F)(F)F)cc4)[C@@H]3C2)cc1 | i
CCOc1cccc(CNC(=O)Cn2c(C)ccc(NC(=O)NC)c2=O)c1 | 26.5%
O=C(NCCc1ccccc1)c1cnc2sc(N3CCCCCC3)nn2c1=O | i
CC(C)Oc1ccc(CNC(=O)C2Cn3cccc3C(=O)N2Cc2ccccc2)cc1 (stereo unspecified) | ?
CC1CCCN(c2ncnc3c2CN(c2ccc(Cl)cc2)C(=O)CN3C)C1 (stereo unspecified) | 10µM*
O=C(O)CCn1ncc2cc(OCc3ccc(-c4ccncc4)cc3)ccc21 | ?
CCOC(=O)C1(Cc2ccccc2C(F)(F)F)CCN(C(=O)c2ccc[n+]([O-])c2)CC1 | -11.0%
CCN1C(=O)COC[C@@H]1[C@H](O)c1ccc(NC(=O)CC(C)(C)C)cc1 | ?
CC(C)CCNC(=O)c1cn(C)c2ccc(S(=O)(=O)N3CCOCC3)cc2c1=O | ?
Cc1cc(C(=O)N2CCC(OCC3CC3)C2)n(C)n1 (stereo unspecified) | -4.0%
CCNC(=O)N1CC[C@H]2CC(=O)N(CCN3CCNC3=O)CC[C@H]2C1 | -15.8%[44.1 µM]
CN1CCC(N2CCN(S(=O)(=O)c3cccc(Cl)c3)CC2)C1=O (stereo unspecified) | 0.4%
COc1ccc(Cl)cc1-c1ccc2c(c1)C(=O)N1CC[C@H](N)[C@H]1C(=O)N2 | ?
O=C(Nc1ccc2ncnc(N3CCCCC3)c2c1)c1ccccc1 | i
O=C(N1CCCC1)N1CCn2c(nnc2C2CCCN2)C1 (stereo unspecified) | 13.9%
O=S(=O)(c1ccccc1)c1nnn2c1nc(Nc1ccccc1)c1cc(Cl)ccc12 | ?
CCOC(=O)c1c(Nc2ccc(C)cc2)nnc(-c2ccccc2)c1-c1ccccc1 | ?
CCN1C(=O)C2(CCN(S(=O)(=O)c3ccc(F)c(C)c3)CC2)c2ccccc21 | ?
Cn1c(=O)[nH]c(=O)c2c1nc(CN1CCN(c3ccccc3)CC1)n2Cc1c(F)cccc1Cl | ?
CN(C)c1ccc(-c2nc3ccc(Cl)cn3c2Nc2ccc3c(c2)OCCO3)cc1 | i
COc1cccc(N2CCN(C(=O)c3cc(NC(=O)C(C)C)cc4nc(C)ccc34)CC2)c1 | -5.2%
CCOc1ccc(NC(=O)c2c(Nc3ccc(OC)cc3OC)sc(C(=O)c3ccc(Cl)cc3)c2N)cc1 | ?
CCc1cccc(C)c1NS(=O)(=O)c1cc(-c2cc(C)no2)ccc1C | -14.8%

Remaining list, next part
SMILES | Pf Dd2 growth
CCOC(=O)c1cccc(NC(=O)c2cc3sccc3n2Cc2ccc(Cl)cc2)c1 | 11.2µM*
COc1cccc(CNC(=O)CC2CCOCC2)c1OC | 25.1%
COc1ccc(OCC(=O)N(Cc2cccc(OC)c2)C2CCS(=O)(=O)C2)cc1 (stereo unspecified) | -14.3%
COc1ccc(-n2ccnc2SCC(=O)Nc2ccc3c(c2)OCO3)cc1 | i
Cc1noc([C@@H]2CN(C(=O)COc3ccccc3)C[C@H]2CO)n1 | ?
COc1ccc(Br)c2c1-c1nc(NC(=O)c3ccccc3SC)sc1C2 | -5.4%
COC(=O)c1ccc(-n2nnc(-c3nc(-c4ccc5c(c4)OCO5)no3)c2C)cc1 | 12.4%
Cc1cc(C)cc(NC(=O)C2CCCN(c3nnc(-n4c(C)ccc4C)s3)C2)c1 (stereo unspecified) | -2.4%
Cc1ccc(CNC(=O)c2c(C)sc3ccn(CC(C)C)c(=O)c23)o1 | ?
CCc1c(C)nn(CC(=O)N2CC(C)(C)[C@@](C)(O)C2)c1C | 2.3%

The last four compounds of the part before lead into the next.
SMILES | Pf Dd2 growth
COC(=O)c1ccc(-n2nnc(-c3nc(-c4ccc5c(c4)OCO5)no3)c2C)cc1 | 12.4%
Cc1cc(C)cc(NC(=O)C2CCCN(c3nnc(-n4c(C)ccc4C)s3)C2)c1 (stereo unspecified) | -2.4%
Cc1ccc(CNC(=O)c2c(C)sc3ccn(CC(C)C)c(=O)c23)o1 | ?
CCc1c(C)nn(CC(=O)N2CC(C)(C)[C@@](C)(O)C2)c1C | 2.3%
CS(=O)(=O)N1CCC2(C1)OC(=O)Nc1ccccc12 (stereo unspecified) | 23.6%[44.1 µM]
CNC(=O)[C@@H]1C[C@H](Oc2ccccc2)CN1C(=O)C1(C)CCCCC1 | i
CC(C)CC(=O)NC1CCN(c2cnn(C)c(=O)c2)CC1 | 10.3%
C#CCNC(=O)[C@@H]1Cc2cn(CC=C)c3cccc(c23)[C@H](CC(C)C)N1 | ?
Cc1ccc(CN2CC[C@@H](CO)N(C)c3cccnc3C2)s1 | i
CCOC(=O)c1c(S(=O)(=O)NCC(=O)N2CCN(c3cc(C)ccc3C)CC2)c(C)n(C)c1C | -16.4%
COCCOc1ccc(C(=O)N[C@@H]2CN(C(=O)Nc3ccc(OC(F)(F)F)cc3)CCC[C@H]2O)cc1 | ?
Cc1cn(CC(=O)N2CCc3nc(-c4cn[nH]c4)[nH]c3C2)c(=O)[nH]c1=O | -2.5%
CC1CCc2nc3ccc(S(=O)(=O)N4CCC(C(=O)NCc5ccccc5Cl)CC4)cc3c(C(=O)O)c2C1 (stereo unspecified) | 3.6%
OC1(c2nc(Nc3ccc(Cl)c(C(F)(F)F)c3)n[nH]2)CCOCC1 | i
Cn1ccc2cc(-c3csc(CN4CC(C)(NC(=O)C5CC5)C4)n3)ccc21 | -29.9%[44.1 µM]
O=C(NCC1CCN(c2cc(-c3ccc(Cl)cc3)[nH]n2)CC1)c1cc(C2CC2)[nH]n1 | i
COc1cccc(N2C(=O)N(Cc3ccc(C#N)cc3)c3ccccc3S2(=O)=O)c1 | -16.3%
Cc1cccc(NCc2nnc3n2CCCCC3)c1C | 32.3%[activator]
CS(=O)(=O)c1ccc(-c2nc(C(=O)N3CCCC3)n3ccccc23)cc1 | ?
CN(C)c1ccc(CN2CCC3(CC2)COc2ccccc2C(=O)N3)cc1 | 1.12µM*
CN1CCC(N2CCC(O)(c3csc(CN4CCc5ccccc5C4)n3)CC2)CC1 | i
CC(C)NC(=O)C1COC2(CCN(C(=O)c3cccc(Cl)c3)CC2)N1C(=O)c1ccc(F)cc1 (stereo unspecified) | i
CC(C)c1cccc(NC(=O)CN2C(=O)C(c3ccccc3)=NC23CCCC3)c1 | i
CC1=NS(=O)(=O)N(C)C=C1C(=O)OCc1nc(-c2ccccc2)no1 | 28.0%
COCCOC1CCN(C(=O)Nc2cccc(F)c2)CC1 | 23.6%
CCCn1ccc2sc(C)c(C(=O)N3CCN(c4ccccn4)CC3)c2c1=O | i
CC(C)(C)C(=O)NC[C@H]1O[C@H](Cc2cc(-c3ccc(F)cc3)on2)CC[C@@H]1O | ?
Cc1ccc(Cn2c(CCCNC(=O)C3CCCCC3)nc3ccccc32)cc1 | -10.0%
O=C(c1ccsc1)N1CCC2(CC1)CN(c1ccncn1)CC2CO (stereo unspecified) | -8.5%
COc1ccc(Nc2c(-c3ccc(N4CCOCC4)cc3)nc3ncccn23)cc1OC | -19.2%
O=C(c1ccco1)n1nc(-c2ccccc2)nc1NCc1ccccc1Cl | 26.2%
O=S(=O)(c1ccccc1)N1CCC(c2noc(C3CC3)n2)C1 (stereo unspecified) | 11.4%[5.79 µM]
CC(C)(O)CCc1cccc(C(=O)NCC(O)c2ccccc2Cl)c1 (stereo unspecified) | -7.1%
O=C(c1ccncc1)N1CCc2c(nc3cc(-c4ccccc4Cl)[nH]n3c2=O)C1 | i
CC1CCN(S(=O)(=O)c2nnc(NC(=O)c3cccc(Cl)c3)s2)CC1 | 4.3%
COCCNC(=O)CCCn1c(SCC(=O)NCc2ccc(C)cc2)nc2c(sc3ccccc32)c1=O | 22.0%
CCC(=O)N1CCc2cc(CNS(=O)(=O)c3ccc(NC(=O)CC(C)C)cc3)ccc21 | 12.6%
COc1ccccc1CN(C)C(=O)c1coc(COc2cccc(F)c2F)n1 | ?
COC(=O)C1=C(C)N=C2SC=C(CC(=O)NCc3ccccc3)N2C1c1ccccc1F (stereo unspecified) | -19.2%
c1cnc(N2CCOCC2)c(OC2CCNC2)n1 (stereo unspecified) | 1.41µM*
COC(=O)CNC(=O)c1ccc2nccn2c1 | 19.5%[44.1 µM]
COc1ccc(CN2C(=O)[C@@H]3C[C@@H](O)CN3C3(CN(C4CCCCC4)C3)C2=O)cc1 | i
CN1CCCCCCN(C(=O)c2ccco2)[C@H]2CCC[C@H]2C1=O | -15.9%
O=C(c1cccnc1)N1C[C@@H](F)[C@@H](OCc2nc3ccc(C(F)(F)F)cc3[nH]2)C1 | i
COCCN1C(=O)[C@@H]2C[C@@H](CN2C(=O)NCc2ccccc2)Oc2ccccc21 | 9.1%[44.1 µM]
O=c1[nH]c(-c2ccc(F)cc2)nc2c1CCN(S(=O)(=O)c1ccc3c(c1)CCC3)C2 | 1.7%
Cc1ccc(Cn2c(CCNC(=O)C(C)C)nc3ccccc32)cc1 | -7.4%
CC(C)c1ccc(N2CC(C(=O)NCc3cncn3C3CC3)CC2=O)cc1 (stereo unspecified) | ?
FC(F)(F)c1ccc2nc([C@H]3CCN(Cc4ccccn4)C3)[nH]c2c1 | ?
CN1CCC(N[C@@H]2CO[C@H](CNC(=O)c3cccs3)[C@H]2O)CC1 | 4.1%[44.1 µM]
Cn1c(CCNC(=O)CCc2ccc3c(c2)CN(C(=O)C2CC2)CCO3)nc2ccccc21 | ?
CN(C)c1ccc(CN[C@H]2C[C@H]3C(=O)NC[C@@H](CCC(=O)N4CCCC4)N3C2)cc1 | 29.0%[44.1 µM]
Cc1noc(-c2ccc(OC3CN(C(=O)Nc4cccc(F)c4)C3)cc2)n1 | ?
CCc1noc(-c2ccn3c(CNC(=O)c4ccoc4)nnc3c2)n1 | 17.6%

Carrying on.
SMILES | Pf Dd2 growth
COc1ccc(C)cc1NC(=O)N(Cc1ccc2c(c1)OCO2)C1CCN(Cc2ccccc2)CC1 | 8.91µM*
CCC(CC)C(=O)NC[C@@H]1C=C(C)[C@H](Cc2nc3ccc(C)cc3[nH]2)C[C@H]1C(C)C | -11.8%[44.1 µM]
COc1ccccc1OCC(=O)Nc1c(C(=O)c2ccc(F)cc2)oc2ccccc12 | 46.7%[activator]
COC[C@@H]1CN(S(=O)(=O)c2ccccc2F)C[C@H]1c1ccncc1 | -19.4%
CC(=O)Nc1c(C)nn(-c2ccccc2)c1N1CCC(C(=O)Nc2ccc(F)cc2Cl)CC1 | ?

Screening data as filed in PubChem.
